High-throughput results: PubChem, several laboratories
NALP1 yeast inh = blocks the NALP1 inflammasome reconstituted in yeast; actives 0.61% (n = 280,000); S. cerevisiae NALP1/ASC/caspase-1 growth, X-gal OD620, 72 h; inhibition, % at 10 µM; in the data active means inhibition mostly above about 24%, no sharp cut-off; inactive means mostly below about 32%; further: some compounds called inactive have numbers as strong as hits
MEKK2 WT-MEK5 = raises or lowers MEK5 binding to wildtype human MEKK2 PB1 domain; Q9Y2U5; bead flow cytometry, Alexa488-MEK5 binding to MEKK2 WT; actives lie on both sides; binding response (% of control), % at 10 µM; actives 1.1% (n = 290,000); in the data active means binding response below about 67% or above about 130%
GalR3 antagonist = blocks the human galanin receptor 3. HEK293 GalR3-CNG cAMP membrane potential fluorescence; galR3 body fused to GalR1 C-terminus. inhibition, % at 3 µM. actives 0.44% (n = 360,000);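 active means inhibition above the screen-wide average plus 3 SD, cut at about 13% in these data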;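 further: forskolin and galanin both at EC90 stimulate the cells; cAMP rise reported by CNG channel membrane potential dye signal; 0% = forskolin plus galanin with DMSO and 100% = forskolin alone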
OXTR potentiator = human OXTR potentiation | P30559 | actives 0.061% (n = 320,000) | activation, % at 3 µM | AID 2445 | CHO-OTR cells, Fluo-8 calcium fluorescence, potentiator mode; 0% = oxytocin EC15, 100% = EC100;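 active means activation above that plate's cutoff, the mean activation of tested compounds plus 3 SD, cut at about 6.6% in these data, passing the limit was not always enough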;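 further: 100% uses oxytocin at 75 nM as the full agonist control; some results filed as inactive read as strong as hits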
Target sequence (P30559 whole entry, looked up): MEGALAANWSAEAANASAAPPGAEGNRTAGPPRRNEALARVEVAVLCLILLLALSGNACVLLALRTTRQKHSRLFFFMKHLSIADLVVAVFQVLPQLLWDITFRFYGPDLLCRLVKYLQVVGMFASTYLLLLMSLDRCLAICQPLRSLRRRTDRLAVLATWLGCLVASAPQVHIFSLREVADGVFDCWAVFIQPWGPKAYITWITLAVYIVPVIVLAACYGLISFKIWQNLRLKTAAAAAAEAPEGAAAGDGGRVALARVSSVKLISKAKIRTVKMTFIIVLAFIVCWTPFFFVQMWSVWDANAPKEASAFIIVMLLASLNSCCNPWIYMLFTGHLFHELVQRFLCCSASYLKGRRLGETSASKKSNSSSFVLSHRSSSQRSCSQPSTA
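assay system = CHO-OTR cells, human receptor | schedule = compound 6 min at room temperature before oxytocin, 100 s read | detection = Fluo-8 intracellular calcium fluorescence, ex 470-495, em 515-575 nm | evaluation = normalized max/min fluorescence ratio, % activation | control set = EC15 oxytocin alone as 0%, 75 nM oxytocin (EC100) as 100%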
MEKK2 mut-MEK5 = signal of MEK5 binding to mutant human MEKK2 PB1 domain; bead flow cytometry, Alexa488-MEK5 binding to MEKK2 mutant; percent response, % at 10 µM; actives 0.35% (n = 290,000); in the data active means percent response above about 24%, passing the limit was not always enough; further: inactives centre near 1; some results filed as inactive read as strong as hits
PfM18AAP inh = blocks P. falciparum M18 aspartyl aminopeptidase | actives 1.2% (n = 290,000) | inhibition, % at 7.35 µM | recombinant PfM18AAP, H-Glu-NHMec fluorogenic cleavage | AID 1822;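 active means inhibition above the campaign mean inhibition over all tested compounds plus 3 SD, cut at about 28% in these data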;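 further: 0% = plate median of test compound wells and 100% = 2 mM ZnCl2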
V1R ag counter = activates human V1a receptor in oxytocin agonist counter-screen; P37288; CHO-V1R cells, Fluo-8 calcium fluorescence, agonist mode; 0% DMSO, 100% 3 nM vasopressin; activation, % at 3 µM; actives 0.25% (n = 320,000); AID 2797;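 active means activation above the mean activation of all tested compounds plus 3 SD, per screening run, cut at about 20% in these data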;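 further: signal is peak over basal fluorescence ratio across a 100 second FLIPR read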
Target sequence (P37288 whole entry, looked up): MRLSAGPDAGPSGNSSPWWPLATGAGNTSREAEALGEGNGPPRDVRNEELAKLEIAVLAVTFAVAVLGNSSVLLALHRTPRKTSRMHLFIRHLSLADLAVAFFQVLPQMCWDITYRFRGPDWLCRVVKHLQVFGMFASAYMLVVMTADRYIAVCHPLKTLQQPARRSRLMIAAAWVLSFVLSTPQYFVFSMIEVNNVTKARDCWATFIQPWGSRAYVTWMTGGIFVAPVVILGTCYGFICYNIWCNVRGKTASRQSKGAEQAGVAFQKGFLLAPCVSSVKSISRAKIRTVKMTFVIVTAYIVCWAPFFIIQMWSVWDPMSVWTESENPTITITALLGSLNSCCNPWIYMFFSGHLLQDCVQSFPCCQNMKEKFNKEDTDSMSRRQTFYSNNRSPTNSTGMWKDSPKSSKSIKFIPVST
OXTR ag = agonists of human oxytocin receptor; P30559; AID 2435; activation, % at 3 µM; actives 0.32% (n = 320,000); CHO-OTR cells, Fluo-8 calcium fluorescence; normalized: DMSO 0%, oxytocin 100%;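 active means activation above the mean of all tested compounds plus 3 SD, cutoff set per screening run, cut at about 20% in these data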;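 further: peak over basal fluorescence ratio from a 100 s FLIPR kinetic read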
GPR7 antag = human neuropeptides B/W receptor 1 antagonism. actives 1.1% (n = 290,000). P48145. inhibition, % at 4.4 µM. GPR7-expressing cells, fluorescence antagonist assay; in the data active means inhibition above about 16%, passing the limit was not always enough;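 further: cells stimulated with the agonist NPW; 0% = agonist with vehicle and 100% = vehicle without agonist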
An asterisk follows results filed as active; / = no result given. No enrichment for hits. Share with any hit: about 4.1%.

compound,NALP1 yeast inh,MEKK2 WT-MEK5,GalR3 antagonist,OXTR potentiator,MEKK2 mut-MEK5,PfM18AAP inh,V1R ag counter,OXTR ag,GPR7 antag
CCOC(=O)c1c(NC(=O)Cn2ccsc2=N)sc(C)c1C,-2,95,-6,7,-10,-5,0.2,1.5,3
COc1cccc(Oc2ccc(C(F)(F)F)cc2NC(=O)C2=COCCO2)c1,-2,100,-6,-12,4,10,2.6,2.2,-12
CCCS(=O)(=O)c1c(S(=O)(=O)CCC)c2c(C)cccn2c1C(=O)N/N=C/c1cc(O)cc(O)c1,28,100,2,0,0,8,-0.3,1.3,0
N#C/C(C(=O)Nc1ccc(Cl)cc1)=C(/S)Nc1ccccc1,19,100,-8,-10,2,57*,7.5,4.5,-9
Cc1ccc(/C=C/C(=O)O)cc1S(=O)(=O)N1CCC(Cc2ccccc2)CC1,20,88,-4,2,-2,-17,0.2,1.3,-1
COc1cccc2c1OCC(C(=O)O)C2 (stereo not drawn),12,86,-9,-2,-12,2,2.5,1.1,0
Nc1c(C(=O)Nc2ccccc2F)sc2nc(-c3cccnc3)ccc12,/,87,-5,-5,-10,18,2.6,3.8,3
COc1nc(Nc2ccccc2)nc(OC)n1,/,/,-3,-2,/,/,-0.5,-0.3,/
CC(=O)c1cc(C#N)c(SCC(=O)OC(C)(C)C)nc1C,9,104,5,-6,13,2,-1.0,-1.5,-4
COc1ccc(CNC(=O)CN(Cc2ccccc2F)C(=O)c2csnn2)cc1,5,102,-8,-12,-5,-16,3.5,0.2,-3
O=C(NCCCN1CCCC1=O)c1ccc(S(=O)(=O)Nc2ccccc2F)cc1,/,/,-3,1,/,/,-1.0,-1.4,/
COc1cccc(OCc2nc(-c3cccc([N+](=O)[O-])c3)no2)c1,18,87,2,-2,-11,-18,-0.3,-1.0,-12
CC(C)(C)c1ccc(C(=O)O/N=C(\N)c2ccccn2)cc1,2,102,-5,-1,1,1,-0.5,-1.4,-11
Cc1oc(/C=N/NS(=O)(=O)c2ccccc2)cc1Br,5,93,-4,-5,-1,-11,-0.4,-1.3,-2
O=S(=O)(c1ccccc1)N1CCC(n2cnc3ccccc32)CC1,3,109,-10,-8,3,-5,5.2,3.5,-8
CCNc1nc(Oc2ccc(C(=O)OC)cc2)nc(SC)n1,20,69,0,-4,-12,2,-1.1,-0.8,-6
Cc1ccccc1C(=O)N1CCCN(C(=O)c2ccccc2C)CC1,2,106,-2,-10,1,3,0.6,1.8,13
CC1CN(C(=O)COc2ccc3c(-c4ccccc4)cc(=O)oc3c2)CC(C)O1 (stereo not drawn),/,/,0,2,/,/,0.7,0.7,/
COC(=O)c1ccc(OC)c(OC)c1Cl,-2,105,-2,-4,-2,0,1.2,-1.1,-15
COc1ccccc1NC(=S)NNC(=S)Nc1ccc(OC(F)F)cc1,14,104,0,-3,14,26,-0.6,-0.4,1
O=[N+]([O-])c1cccc(/C=N/Nc2nccnc2Cl)c1,18,100,-6,-4,-1,-9,-0.5,-1.4,7
COc1ccc(-c2cc(C(=O)Nc3ccc(C)c(C)c3)no2)cc1,-22,103,5,-17,5,-1,1.8,1.2,8
Cc1cc(Br)ccc1OCc1nc(-c2cccnc2)no1,43,104,-3,-15,-1,5,0.8,0.4,-6
CCOc1ccc(NC(=O)CN2C(=O)CSC2=O)cc1,-3,92,-2,-1,3,-5,-0.1,0.1,-2
CC(=O)OCCC(NS(=O)(=O)OCC(Cl)(Cl)Cl)c1ccccc1 (stereo not drawn),18,101,-4,-7,8,-5,0.1,0.1,-7
CN(C(=O)c1cccnc1)c1nnc(-c2ccccn2)s1,10,102,-1,-6,0,-7,0.8,3.7,-3
CCOC(=O)COc1ccc(/C=C/[N+](=O)[O-])c(OCC(=O)OCC)c1,3,105,1,0,7,22,4.6,0.7,-8
O=C(c1ccc2c(c1)N(Cc1cccc(Cl)c1)C(=O)c1ccccc1S2(=O)=O)N1CCN(c2ccccn2)CC1,-9,80,-3,-7,-14,-2,-0.2,-1.0,4
Cc1c(N=C(N)/N=C(\N)Nc2ccc(Br)cc2)c(=O)n(-c2ccccc2)n1C,12,103,-3,-7,2,-3,-1.6,-2.5,-6
COc1cc(C)c(CN2CCN(CC(=O)Nc3ccccc3C(=O)NC3CC3)CC2)cc1OC,/,/,-5,-6,/,/,0.3,0.6,/

Remaining list, next part
compound,NALP1 yeast inh,MEKK2 WT-MEK5,GalR3 antagonist,OXTR potentiator,MEKK2 mut-MEK5,PfM18AAP inh,V1R ag counter,OXTR ag,GPR7 antag
CCC1CCCCN1CCCNC(=O)CN1C(=O)CSc2ccc(S(=O)(=O)N3CCOCC3)cc21 (stereo not drawn),11,111,-3,6,5,-5,1.8,0.7,-2
Cc1ccc(-c2noc(CN3CCOCC3)n2)cc1,8,110,-3,-7,14,3,0.9,0.2,-11
COc1ccccc1OCc1ccc(C(=O)N/N=C/c2ccco2)cc1,34,93,1,-5,-4,4,2.7,-1.6,7
CCOc1ccc(CN2C(=O)CC(=O)N(S(=O)(=O)c3ccc(OCC)cc3)C2=O)cc1,10,93,-4,-5,-4,-4,-0.2,-0.2,-7
O=C(c1nsnc1-c1ccccc1O)N1CCCCC1,/,102,5,-12,4,-8,-0.4,-0.1,2
Oc1[nH]c2ccccc2c1/C=N/N1CCCCC1,16,/,1,-5,/,-1,1.0,0.3,4
Cc1ccccc1CCNC(=O)C1CC(O)CN1C(=O)Nc1ccccc1 (stereo not drawn),18,107,-9,0,5,3,0.9,-0.7,-11
CCOc1cccc(CN2CCC(n3nccc3NC(=O)c3ccc4c(c3)OCO4)CC2)c1,9,115,-2,-3,11,-3,0.9,-0.1,6
COc1ccccc1NS(=O)(=O)c1cccc(NC(=O)c2ccc3ccccc3n2)c1,27,107,-3,-15,15,2,7.2,3.2,-9
CCN(CC)S(=O)(=O)c1cc(NC(=O)Cn2ncc(Cl)c(Cl)c2=O)ccc1C,7,102,-8,-2,21,4,-1.2,-0.3,-8
COCc1[nH]nc2c1C1(CCC3(CC1)OCCO3)C(C#N)=C(N)O2,12,118,-3,-10,7,26,4.8,2.2,2
CSc1nc(-c2ccc(Cl)cc2)nn1S(=O)(=O)c1ccc(Cl)cc1,16,110,3,3,8,1,0.3,-0.5,-17
Cc1ccc(NC(=O)COC(=O)CCc2nc3ccccc3c(=O)[nH]2)cc1Cl,4,96,-4,2,-1,4,0.9,1.5,3
CCN(CC)C(=O)CC(c1ccc(OC)cc1)c1c(O)cc(OC)cc1OC (stereo not drawn),6,98,-5,-1,1,/,1.1,0.5,/
Cc1ccc(C)c(NC(=O)CCc2nnc3ccc(N4CCCC4)nn23)c1,-8,102,-12,-3,3,0,1.6,-0.2,-8
O=S(=O)(NC1CCCCC1Nc1ccc(Cl)cc1)c1ccccc1 (stereo not drawn),35,108,-4,-13,-1,-6,-0.9,-2.4,3
Cc1cc(NC(=O)C(C)SCC(=O)Nc2ccc(Br)cc2Br)no1 (stereo not drawn),/,/,-3,4,/,/,5.1,-1.9,/
Cc1cc(NC(=O)CSc2nc3c(cc2C#N)CCCC3)no1,11,100,4,-2,3,-7,0.0,-0.5,-3
Cc1ccc(-c2nc3ccccc3o2)cc1NC(=S)NC(=O)/C=C/c1ccco1,0,83,-3,-3,-16,-5,0.6,1.4,2
Cc1ccc(-c2nnn(CC(=O)N(c3ccccc3F)C(C(=O)NC3CCCC3)c3ccncc3)n2)o1 (stereo not drawn),2,106,-7,-3,4,-4,0.1,-1.3,-18
Fc1ccc(NC(=S)N2CCc3ccccc3C2)c(F)c1,2,99,-5,2,0,4,0.3,-1.0,-11
CN(CC(=O)N1CCN(c2cccc(Cl)c2)CC1)S(=O)(=O)c1cccs1,14,105,0,-3,4,9,6.5,4.0,10
COc1ccc(C(CNC(=O)COc2cc(C)ccc2Cl)N2CCCCC2)cc1 (stereo not drawn),/,/,-7,-8,/,/,-0.1,-0.3,/
COc1ccccc1OCc1ccc(C(=O)c2ccccc2)cc1,16,100,-10,-3,4,-3,0.1,-2.0,-1
Cc1ccc(C)c(OC2=NS(=O)(=O)c3ccccc32)c1,5,100,4,-4,-5,0,0.3,-0.3,-4
Clc1cccc(CN2CCCCCCC2)c1Cl,23,137,-2,1,28,1,0.3,-2.9,-12
O=C(C1CC(=O)N(C2CCCC2)C1)N1CCN(c2ccc(F)cc2)CC1 (stereo not drawn),/,108,1,1,14,7,0.1,0.4,-5
CCOC(=O)[C@@H](C)NS(=O)(=O)N(Cc1ccccc1)[C@H](C(=O)OC)C(C)C,/,/,0,-1,/,/,-0.9,-1.7,/
COc1cccc(/C=C/C(=O)c2ccc3c(c2)OCCO3)c1OC,14,105,-9,-10,5,-7,0.8,-1.3,-5
Cc1oc2c(c1C(=O)NC(Cc1c[nH]c3ccccc13)C(=O)O)CCCC2 (stereo not drawn),6,102,-3,-7,0,1,0.9,-0.5,5

More compounds follow:
compound,NALP1 yeast inh,MEKK2 WT-MEK5,GalR3 antagonist,OXTR potentiator,MEKK2 mut-MEK5,PfM18AAP inh,V1R ag counter,OXTR ag,GPR7 antag
O=C(O)CCc1nnc2n(Cc3ccc(F)cc3)c(=O)c3ccccc3n12,-3,103,0,4,5,-6,0.1,0.7,1
Cc1cc2occ(CC(=O)NNC(=O)c3ccccc3F)c2cc1C,13,107,-3,-5,3,-4,2.9,0.2,-1
COc1cc(CNCc2ccccn2)ccc1OCc1ccc(Cl)cc1Cl,18,/,-3,-8,/,2,11,25*,14
Cc1cccc(C(=O)N[C@H](C(=O)Nc2ccc(S(=O)(=O)NC3=NCCCCC3)cc2)C(C)C)c1,5,88,-3,-21,-5,-2,-0.3,-1.4,-2
COc1ccc(NS(=O)(=O)c2ccc3c(c2)[C@H]2C=CC[C@H]2[C@@H](c2ccc(C(=O)O)cc2)N3)cc1,4,100,-9,-14,-3,18,0.4,-0.5,-5
Cc1ccccc1CNc1ncnc2cc(Cl)ccc12,11,106,-1,-18,5,0,9.1,8.1,-1
COc1cccc(-n2c(Cc3cc(=O)[nH]c(=O)[nH]3)nnc2SCC(=O)N2CCC(C)CC2)c1,/,/,-3,-8,/,7,0.8,1.0,-11
O=C(c1ccccc1)C1CCN(C(=O)c2ccco2)CC1,20,110,0,-7,7,-7,-0.1,-0.2,0
O=C1CN(C(=O)CN2C(=O)NC(c3ccccc3)(c3ccccc3)C2=O)c2ccccc2N1,/,/,-2,-7,/,/,-0.1,0.1,/
c1csc(CN2CCOCC2)c1,13,97,0,4,-1,6,-0.3,0.2,6
O=C(Nc1ncc2c(n1)-c1ccccc1OC2)c1ccc(Cl)cc1,-4,97,-3,4,-4,-1,-1.6,-2.0,8
CSc1ccc(CNC(=O)c2c(C)noc2C)s1,14,95,-1,0,-13,-2,-1.0,-1.7,-13
O=C1C=C(O)CC(c2ccc(Cl)cc2)C1 (stereo not drawn),5,/,5,-6,/,3,3.4,0.4,-1
Cc1ccc(N(CC(O)CN(C)C)S(=O)(=O)c2ccccc2)cc1 (stereo not drawn),6,96,2,-6,1,15,1.5,0.5,-6
